# Tau ThT inhib: tau fibrillization inhibition (ThT binding) | P10636 | recombinant tau K18 P301L, heparin-induced fibrillization, ThT fluorescence | Potency, µM (doses to about 57.4 µM), inactives show at the highest dose activity, negative = inhibition, most hits filed as inhibitors | hit rate 2.1% among 270,000; note: % is set by controls: 0 for no effect and ±100 for the full control effect; nearly all actives have a fitted effect of over 55% in size
# Target sequence (P10636 561-689 P618L limits assumed): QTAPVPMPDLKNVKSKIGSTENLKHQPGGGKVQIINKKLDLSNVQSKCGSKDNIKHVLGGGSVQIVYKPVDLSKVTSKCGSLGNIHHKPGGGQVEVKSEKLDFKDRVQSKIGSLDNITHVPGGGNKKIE
#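 Tau K18 P301L fragment (15 uM unlabeled plus 0.24 uM Alexa 594-labeled) in 100 mM sodium acetate pH 7 with compound, fibrillization induced by 20 uM heparin for 6 hr at 37 C. Thioflavin T (30 uM) added, fluorescence read after 1 hr (ex 450, em 510 nm).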
# TRb SRC2 PPI: disrupts binding of human TR beta to SRC2; TRbeta-SRC2 peptide binding, fluorescence polarization; receptor liganded with 1 µM T3; Potency, µM (series often up to 106 µM), without a hit: top-dose activity change, negative = inhibition, actives largely listed as inhibitors; hit rate 0.065% among 280,000; AID 1469;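 note: plate controls were bound peptide for no effect and peptide without receptor for full effect; nearly all actives have a fitted effect of over 50% in size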
#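 Read-out is fluorescence polarization (555 nm excitation, 632 nm emission) of a Texas Red SRC2 coactivator peptide; loss of signal reflects blocked binding to human TRb ligand-binding domain in the presence of 1 uM T3.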
# L3MBTL1 block: L3MBTL1 (human) inhibition; Q9Y468; AlphaScreen L3MBTL1–H3K9me1 peptide binding; Potency, µM (top dose mostly 57.1 µM), inactives show at the highest dose activity, negative = inhibition, usual class: inhibitors; hit rate 0.66% among 230,000; AID 485360; note: % is set by controls: 0 for no effect and ±100 for the full control effect; nearly all actives have a fitted effect of over 60% in size
# Target sequence (Q9Y468 whole entry, looked up): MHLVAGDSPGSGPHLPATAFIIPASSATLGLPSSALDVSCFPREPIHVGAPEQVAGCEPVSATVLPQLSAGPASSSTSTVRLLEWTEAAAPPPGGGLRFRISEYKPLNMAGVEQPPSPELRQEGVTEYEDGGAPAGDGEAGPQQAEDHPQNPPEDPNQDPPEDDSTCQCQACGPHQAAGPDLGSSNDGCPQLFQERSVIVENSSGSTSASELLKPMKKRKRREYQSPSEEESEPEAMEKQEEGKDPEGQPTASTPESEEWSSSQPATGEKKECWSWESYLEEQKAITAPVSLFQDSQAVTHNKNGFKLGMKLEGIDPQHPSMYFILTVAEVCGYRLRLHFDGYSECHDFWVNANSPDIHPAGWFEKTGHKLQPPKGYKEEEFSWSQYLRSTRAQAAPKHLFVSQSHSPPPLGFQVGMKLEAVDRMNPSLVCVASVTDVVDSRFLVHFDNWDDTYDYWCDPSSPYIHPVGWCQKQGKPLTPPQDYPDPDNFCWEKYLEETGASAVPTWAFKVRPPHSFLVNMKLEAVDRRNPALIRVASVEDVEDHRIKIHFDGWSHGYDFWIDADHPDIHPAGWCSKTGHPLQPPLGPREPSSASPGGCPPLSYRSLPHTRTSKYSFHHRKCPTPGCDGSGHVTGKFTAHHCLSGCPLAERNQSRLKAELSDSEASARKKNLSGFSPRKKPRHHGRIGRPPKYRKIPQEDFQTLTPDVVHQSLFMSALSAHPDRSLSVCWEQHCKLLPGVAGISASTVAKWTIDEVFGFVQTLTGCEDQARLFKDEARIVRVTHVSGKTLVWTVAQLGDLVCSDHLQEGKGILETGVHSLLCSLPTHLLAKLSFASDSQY
#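 AlphaScreen proximity signal between nickel-chelate acceptor and streptavidin donor beads (final 10 ug/mL) reports binding of 50 nM L3MBTL1 to 75 nM biotin-H3 K9me1 peptide; complex incubated with compounds 30 min at room temperature; cefsulodin titration as control.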
# RECQ1 inh: blocks DNA unwinding by human RECQ1; P46063; RECQ1 DNA unwinding, red fluorescence kinetic read; hit rate 0.54% among 240,000; Potency, µM (series often up to 57.3 µM), without a hit: at the highest dose activity, negative = inhibition, hits mostly inhibitors;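 note: plate controls were vehicle for no effect and no enzyme for full effect; nearly all actives have a fitted effect of over 30% in size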
#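 50 nM RECQ1T1 preincubated 15 min with compound in Tris pH 8.0 buffer with MgCl2, DTT, Tween-20 and 2.5 ug/ml poly(dI-dC); started with 200 nM TAMRA/BHQ-2 forked duplex and 2 mM ATP. Unwinding read as fluorescence (525/598 nm), two reads 2 h apart.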
# Tau fluor counter: counter-screen for tau fibril formation inhibitors; Potency, µM (doses to about 57.7 µM), without a hit: at the top dose activity change, negative = decrease; hit rate 0.93% among 280,000; AID 1463; tau K18 P301L Alexa594 fluorescence, heparin fibrillization; note: % is set by controls: 0 for no effect and ±100 for the full control effect; nearly all actives have a fitted effect of over 55% in size
#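 Human K18 P301L tau (15 uM unlabeled plus 0.24 uM Alexa 594-labeled, final) in 100 mM sodium acetate pH 7 was mixed with compound and 20 uM heparin and incubated 6 hr at 37 C.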
# HTT ATP protect: Huntington cell model cytoprotection by ATP luminescence; hit rate 0.14% among 230,000; Potency, µM (titrated, usually from 56.4 µM), inactives show cytoprotection (ATP increase), hits mostly activators; PC12 HTT-Q103 induced, cytoprotection, ATP luminescence, 40 h;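 note: % of control where 0% means no effect; nearly all actives have a fitted effect of over 45% in size; toxic huntingtin expression switched on by the ecdysone agonist tebufenozide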
#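 Rat PC12, Q103 Htt exon1-GFP fusion, ecdysone promoter; tebufenozide inducer 100 nM final; compound titration; qHTS, 1500 cells/well; ATPlite luminescent read.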
# Tau fibril FP: blocks human tau fibril formation measured by polarization; K18 P301L tau heparin fibrillization, Alexa594 FP, 6 h; Potency, µM (top dose mostly 57.7 µM), for the others: at the top dose activity, negative = inhibition, usual class: inhibitors; hit rate 0.39% among 280,000; note: % is set by controls: 0 for no effect and ±100 for the full control effect; nearly all actives have a fitted effect of over 55% in size
#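 Heparin (20 uM) drove fibril formation of recombinant tau K18 P301L, 15 uM unlabeled with 0.24 uM Alexa 594 label, for 6 hr at 37 C in 100 mM sodium acetate pH 7. Fluorescence polarization (555/632 nm) read 1 hr after 30 uM ThT.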
# TexasRed fluor: alters Texas Red total fluorescence, flagging assay interference; TRb/SRC2 Texas Red total fluorescence interference; Potency, µM (series often up to 106 µM), inactives show at the highest dose fluorescence change, negative = quenching; hit rate 0.29% among 280,000; AID 1479; active = well fitted curve in either direction with a large enough effect; inconclusive = small, poorly fitted or top-dose-only effect; note: % is set by controls: 0 for no effect and ±100 for the full control effect
#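 Human TRβ ligand-binding domain (0.6 uM) and Texas Red SRC2 peptide (20 nM) in Tris buffer with 1 uM T3 and 5% DMSO were incubated with pinned compound for 5 hr at ambient temperature. Total fluorescence was computed as S + 2P (555/632 nm).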
# The depositor's hits bear a star; i = inactive; ? = inconclusive; / = not tested or not shown; [ ] = remark or other dose. Unless noted, calls come from the whole dose curve; as a rule, active = well fitted curve in the direction sought with a large enough effect; inconclusive = small, poorly fitted or top-dose-only effect, or another doubt; inactive = no such curve, though single readings can be large; an effect the other way counts as inactive or inconclusive. Potency is the fitted concentration of half-maximal effect.
canonical_smiles | Tau ThT inhib | TRb SRC2 PPI | L3MBTL1 block | RECQ1 inh | Tau fluor counter | HTT ATP protect | Tau fibril FP | TexasRed fluor
CCN(CC)C(=S)SC1=CCS(=O)(=O)C1 | 4% | 4% | / | -1% | 1% | 2% | -1% | 1%
Clc1ccc(-c2nnnn2-c2ccc(Cl)c(Cl)c2)cc1Cl | -7% | -18% | / | -14% | -24% | -13% | ? | -1%
O=C(Nc1ccc(N2CCOCC2)c(Cl)c1)c1cccnc1Cl | 3% | 4% | -3% | -2% | 9% | 21%[10 µM] | 5% | -4%
COc1cccc(CN(C(=O)c2oc3ccc(Br)cc3c2C)C2CCS(=O)(=O)C2)c1 (stereo unspecified) | -14% | -5% | / | / | -28% | / | -8% | ?
O=C(C1CC1)N1CCc2cc(Br)cc(S(=O)(=O)NCCCN3CCCC3)c21 | -10% | -9% | -22% | -8% | 1% | 0%[10 µM] | 3% | 1%
CCOP(=O)(c1ccc(N(C)C)cc1)C(O)c1ccc(Cl)cc1 (stereo unspecified) | -4% | -6% | -6% | -18% | -2% | -11% | 0% | -4%
Cc1ccc(C(=O)CN2C(=O)C(=O)N(Cc3ccccc3)C2=O)cc1 | ? | 3% | 1% | i | 1% | 10%[10 µM] | -6% | 0%
COc1ccc(NCc2cccn2-c2nnc(N3CCCCCC3)s2)cc1 | ? | 6% | / | / | ? | / | -1% | -4%
Cc1nn2c(=O)cc(COC(=O)COc3ccccc3C)nc2s1 | 0% | -5% | / | / | -2% | / | -12% | -1%
CN1C(=O)/C(=C/c2ccccc2Cl)Sc2ccc(C(=O)NCc3cccnc3)cc21 | ? | 4% | / | -4% | ? | -38%[inhibitor] | -8% | 1%
O=C(NCc1ccccc1)C1CCC1 | 2% | -6% | 6% | i | 2% | / | -4% | 0%
O=C(COC(=O)CCCNC(=O)c1ccc(Cl)cc1)NC1CC1 | 6% | -4% | 11% | -16% | 3% | -6% | 1% | -4%
Cc1cc(C)nc(Nc2cc([N+](=O)[O-])ccc2C)n1 | -9% | -3% | -1% | i | -5% | 1%[10 µM] | -4% | -3%
COC(=O)c1ccccc1NC(=O)c1ccc(-c2ccccc2F)o1 | -3% | -11% | / | 0% | 0% | -12% | -3% | -1%
CC(C)Sc1nc2sc3c(c2c(=O)n1Cc1ccccc1)CCCC3 | -12% | -10% | / | / | -10% | / | 2% | 2%
O=C(Nc1ccc(C(=O)O)cc1)/C(=C\c1ccc2c(c1)OCO2)NC(=O)c1ccc(Br)o1 | -1% | 6% | / | -8% | 2% | -12% | 5% | 1%
CC(=O)Nc1ccc(S(=O)(=O)N2CCCc3ccccc32)cc1 | 1% | -16% | 0% | -2% | -14% | -42%[inhibitor] | -11% | -3%
CCOc1cc(C(=O)O/N=C(\N)c2ccc([N+](=O)[O-])cc2)cc(OCC)c1OCC | -8% | -4% | 0% | -12% | -15% | -6% | 7% | 0%
Cc1cccc(CNc2ccc(C(CC(N)=O)NC(=O)c3ccccc3)cc2[N+](=O)[O-])c1 (stereo unspecified) | ? | 2% | / | i | -24% | 10%[10 µM] | 2% | -1%
CC(C)N(C(=O)COC(=O)[C@H](C)NC(N)=O)c1ccccc1 | -3% | 4% | -8% | i | 2% | -11% | 7% | 1%

# Laid out differently: results already given
# Fields – Tau ThT inhib	TRb SRC2 PPI	L3MBTL1 block	RECQ1 inh	Tau fluor counter	HTT ATP protect	Tau fibril FP	TexasRed fluor
O=C(Nc1ccc(N2CCOCC2)c(Cl)c1)c1cccnc1Cl
 : 3%	4%	-3%	-2%	9%	21%[10 µM]	5%	-4%
COc1cccc(CN(C(=O)c2oc3ccc(Br)cc3c2C)C2CCS(=O)(=O)C2)c1 (stereo unspecified)
 : -14%	-5%	/	/	-28%	/	-8%	?
O=C(C1CC1)N1CCc2cc(Br)cc(S(=O)(=O)NCCCN3CCCC3)c21
 : -10%	-9%	-22%	-8%	1%	0%[10 µM]	3%	1%
CCOP(=O)(c1ccc(N(C)C)cc1)C(O)c1ccc(Cl)cc1 (stereo unspecified)
 : -4%	-6%	-6%	-18%	-2%	-11%	0%	-4%
Cc1ccc(C(=O)CN2C(=O)C(=O)N(Cc3ccccc3)C2=O)cc1
 : ?	3%	1%	i	1%	10%[10 µM]	-6%	0%
COc1ccc(NCc2cccn2-c2nnc(N3CCCCCC3)s2)cc1
 : ?	6%	/	/	?	/	-1%	-4%
Cc1nn2c(=O)cc(COC(=O)COc3ccccc3C)nc2s1
 : 0%	-5%	/	/	-2%	/	-12%	-1%
CN1C(=O)/C(=C/c2ccccc2Cl)Sc2ccc(C(=O)NCc3cccnc3)cc21
 : ?	4%	/	-4%	?	-38%[inhibitor]	-8%	1%
O=C(NCc1ccccc1)C1CCC1
 : 2%	-6%	6%	i	2%	/	-4%	0%
O=C(COC(=O)CCCNC(=O)c1ccc(Cl)cc1)NC1CC1
 : 6%	-4%	11%	-16%	3%	-6%	1%	-4%
Cc1cc(C)nc(Nc2cc([N+](=O)[O-])ccc2C)n1
 : -9%	-3%	-1%	i	-5%	1%[10 µM]	-4%	-3%
COC(=O)c1ccccc1NC(=O)c1ccc(-c2ccccc2F)o1
 : -3%	-11%	/	0%	0%	-12%	-3%	-1%
CC(C)Sc1nc2sc3c(c2c(=O)n1Cc1ccccc1)CCCC3
 : -12%	-10%	/	/	-10%	/	2%	2%
O=C(Nc1ccc(C(=O)O)cc1)/C(=C\c1ccc2c(c1)OCO2)NC(=O)c1ccc(Br)o1
 : -1%	6%	/	-8%	2%	-12%	5%	1%

# (more compounds)
# Field names – A = Tau ThT inhib; B = TRb SRC2 PPI; C = L3MBTL1 block; D = RECQ1 inh; E = Tau fluor counter; F = HTT ATP protect; G = Tau fibril FP; H = TexasRed fluor
C/C(=N\O)C(=O)NCC1CCNCC1
  A: -13%; B: -3%; C: -6%; D: -6%; E: -6%; F: -5%; G: -1%; H: -2%

CCOC(=O)C1CCN(S(=O)(=O)c2csc(C(N)=O)c2)CC1
  A: 4%; B: 3%; C: /; D: /; E: -1%; F: /; G: 1%; H: -2%

CC1CC1C(=O)OCC(=O)Nc1ccc2[nH]c(=O)[nH]c2c1 (stereo unspecified)
  A: ?; B: 5%; C: -9%; D: -9%; E: -15%; F: -11%[10 µM]; G: -2%; H: 2%

O=C(NC1CCCC1)C1CC(=O)N(CCc2ccccc2)C1 (stereo unspecified)
  A: -16%; B: 7%; C: 2%; D: 5%; E: -8%; F: -1%; G: -3%; H: 0%

COc1cc([N+](=O)[O-])ccc1NC(=S)Nc1cc(C(=O)OC(C)C)cc(C(=O)OC(C)C)c1
  A: -1%; B: -2%; C: 6%; D: -3%; E: ?; F: 2%[10 µM]; G: ?; H: 0%

COc1ccc(C(=O)CSc2ccc(-c3ccccc3)nn2)cc1
  A: 3%; B: 5%; C: 11%; D: 0%; E: 0%; F: -41%[10 µM]; G: 0%; H: -2%

COc1cc2c(cc1O)[C@@H]1Cc3cc(O)c(OC)cc3[C@H](C2)N1C
  A: 2%; B: 13%; C: /; D: i; E: 2%; F: 3%[10 µM]; G: -1%; H: -2%

CC1=NN(c2ccc(F)cc2)C(=O)C1C(c1cccc(O)c1)c1c(C)[nH]n(-c2ccc(F)cc2)c1=O (stereo unspecified)
  A: ?; B: ?; C: -22%; D: -1%; E: ?; F: -8%; G: 7%; H: -5%

CC(C)c1ccc(Nc2ncccc2C(=O)O)cc1
  A: 11%; B: 2%; C: 33%[activator]; D: i; E: 7%; F: -34%[10 µM]; G: 4%; H: -1%

Clc1ccc(-c2nnc(COc3ncnc4ccccc34)o2)cc1
  A: -8%; B: 2%; C: 10%; D: -6%; E: -4%; F: 16%[10 µM]; G: 4%; H: -6%

Cc1ccc2[nH]c(=O)c(CN(Cc3ccccc3)Cc3nnnn3C3CCCC3)cc2c1
  A: ?; B: -1%; C: /; D: i; E: -25%; F: -12%[10 µM]; G: 7%; H: -4%

# The list is partial; rates above refer to the full screens.
